# Pf Dd2 growth = blocks in vitro growth of P. falciparum Dd2; P. falciparum Dd2 growth, SYBR Green, 72 h; Potency, µM (series often up to 28.9 µM), for inactives: top-dose activity, negative = inhibition, usual class: inhibitors; hit rate 4.3% among 120,000; AID 1347417; active means well fitted inhibition curve with a large enough effect; inconclusive means small, poorly fitted or top-dose-only effect; inactive means no such curve, though single readings can be large or run the other way;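 further: plate controls were DMSO vehicle for no effect and reference drug for full effect; nearly all actives have a fitted effect of over 65% in size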
#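 Readout: SYBR Green fluorescence, 485 nm excitation, 535 nm emission, after ~16 h lysis at 37C. Before that, Dd2-infected red cells (2.5% hematocrit) grew 72 h with compound, 29 uM top final concentration.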
# * marks the source's active call; other numbers are inactive results; i = inactive; ? = inconclusive; [ ] = another dose, or the depositor's remark. Potency means the concentration at half of the fitted maximal effect.
SMILES,Pf Dd2 growth
O=C(NCCCc1ccccc1F)[C@H]1CCC[C@@H](O)C1,-3%
COc1ccccc1OCCNC(=O)C1N(C(C)C)C(=O)C12CCCC2 (stereo not drawn),13%
CCc1cc2c(cc3c(=O)n(CC(=O)NC4CCCCC4)ncn32)s1,9%
Cc1cccc(C)c1OCc1cc(=O)n2c(-c3ccccc3)csc2n1,-26%
O=C(N[C@H]1CO[C@H]2[C@@H]1OC[C@@H]2Nc1nccc(-c2ccccc2)n1)N1CCOCC1,?
Cc1ccc(CNC2CN(C(=O)OC(C)(C)C)C2)cc1,?
CCOc1ccc(NC(=O)N2CCC(CC(=O)NCc3ccccc3)C2)cc1 (stereo not drawn),i
CCOc1ccccc1C(=O)N[C@@H]1CN(Cc2ccncc2)C[C@H]1CN(C)C,5µM*
COc1ccc(-c2nc(CCNC(=O)c3c(F)cccc3Cl)cs2)cc1,?
CCC1CCCCN1C(=O)c1nn(-c2ccc(OC)cc2)c(=O)c2c1c1ccccc1n2C (stereo not drawn),?
Cc1nc(-c2ccc(F)cc2)n(CC(=O)Nc2cc(F)ccc2F)c(=O)c1CCO,-16%
COc1ccc(OCC(O)Cn2c(NCCO)nc3c2c(=O)n(C)c(=O)n3C)cc1 (stereo not drawn),-2%
O=C(CCc1ccccc1)N1CCCC(Cc2nc(C3CCOCC3)no2)C1 (stereo not drawn),14%
F[C@@H]1CN(C2CCC2)C[C@@H]1OCc1nc2ccncc2[nH]1,i
CCCC(=O)C1=C(c2ccc(C)c(C)c2)N(C(=O)CCC)n2c(CC)nnc2S1,?
Cc1ccc(CCNC(=O)c2ccc(CSCc3ccccc3Cl)o2)cc1,i
COc1ccc(CC(=O)N2CNC(=O)C23CCN(C(=O)C2CCN(C)CC2)CC3)cc1,18%
COc1ccccc1N1CCN(C(=O)c2cc3c(=O)n(Cc4cccs4)ccc3nc2C)CC1,?
C[C@H](C(=O)N1CCCC1)C1CC[C@@]2(C)Cc3sc(CS(=O)(=O)C(C)(C)C)nc3[C@@H](C)[C@@H]2[C@H]1O (stereo partly drawn),-20%
CCOc1cccc(-c2noc(-c3nnn4c3COC(c3ccc(F)cc3)C4)n2)c1 (stereo not drawn),i
CN(C)c1ccc(CN2CC[C@H](c3nc4ccc(C#N)cc4[nH]3)C2)cc1,?
CCN1c2cc(C(=O)Nc3ccc(C(N)=O)cc3)ccc2C(=O)N2CCCCCC21 (stereo not drawn),i
Cc1ccc(NC(=O)CSc2nnc(-c3ccc(Br)cc3)o2)c(C)c1,5%
COc1ccccc1CNC(=O)c1ccc(N2CCCC2)c(NC(=O)NCc2ccc(C)cc2)c1,i
COCCCNC(=O)c1cnn(-c2ccccc2Cl)c1C1CCN(C(=O)OC(C)(C)C)CC1,?
Cc1cccc(N2CCN(C(=O)C3CCN(S(=O)(=O)c4c(C)noc4/C=C/c4ccccc4F)CC3)CC2)c1C,i
COC[C@@H]1CN(c2cnccn2)C[C@H]1C(=O)NCCc1ccncc1,-4%
COc1cc2c(cc1OC)C(COc1ccc3c(C)cc(=O)oc3c1)N(C(=O)c1ccc(Cl)cc1)CC2 (stereo not drawn),8.9µM*
CCCc1cc(C(=O)N[C@@H]2COCC[C@H]2Oc2ccc(C(=O)O)cc2)n[nH]1,-13%
Cc1ccc(C2=Nc3ccccc3N(CC(=O)NCc3ccc(Cl)cc3)C(=O)C2)cc1C,-14%
CCn1cc(C(=O)Nc2ccc(C(C)C)cc2)c2cc(OC)c(OC)cc2c1=O,i
CN(C)c1ccc(C(=O)N[C@H]2C[C@H]3C(=O)NC[C@@H](CCC(=O)NCc4ccccc4)N3C2)cc1,i
Cc1ccc(C(=O)c2cn(Cc3ccccc3)c3c(F)cc(F)cc3c2=O)cc1,?
O=C(N1CCN(Cc2ccccc2)CC1)C1(c2ccc(Cl)cc2)CCOCC1,?
CCOC(=O)C1=C(CS(=O)(=O)c2c(C)cc(C)cc2C)NC(=O)NC1c1cccc(OC)c1 (stereo not drawn),-14%
COCCn1c(SCC(=O)Nc2ccc(C(F)(F)F)cc2)nc2c([nH]c3ccccc32)c1=O,?
Cc1cnc(-c2ccccc2)n1C1CCN(C(=O)Nc2ccccc2F)CC1,?
Cc1ccc(OCC(=O)N2CCC3(CC2)CC(N(C(=O)NC(C)C)C2CC2)CCO3)cc1 (stereo not drawn),i
COc1cc(Cl)ccc1C(=O)NC1CCN(c2cc(-c3ccc(F)cc3)[nH]n2)CC1,i
CCN(CC)C(=O)N1CCC(c2noc(-c3ccccc3)n2)C1 (stereo not drawn),i[5.79 µM]
CC1(C)[C@H](Cc2cc(CN3CCOCC3)on2)C[C@@H]1NCc1ccccc1O,?
O=C(NCc1ccc(F)cc1)c1ccc2nc(N3CCCCC3)sc2c1,i
Cc1ccc(NC(=O)Cn2cc(C(=O)C3CC3)c3ccccc32)cc1,0%
COc1ccc(CCN(C)C2CCCN(c3ncccc3C#N)C2)cc1OC (stereo not drawn),?
CNc1nc2c(s1)C(c1cccc(F)c1)CC(=O)N2 (stereo not drawn),-13%
O=C(NCc1ccccc1)c1cnc2n1CCN(CC1CCCC1)CC2,-1%[44.1 µM]
Cc1ccc2c(c1)N1C(=O)OC[C@@H]1CCN(C(=O)c1ccccc1)C2,-2%[44.1 µM]
CCC(Oc1ccccc1)C(=O)Nc1nnc(S(=O)(=O)N(CC)CC)s1 (stereo not drawn),-13%
CN(C1CCc2nn(C)c(=O)n2CC1)S(=O)(=O)c1ccc2c(c1)CCC2 (stereo not drawn),i
CC(=O)N1CCC(n2nccc2NC(=O)c2ccc3c(c2)OCO3)CC1,5%
CCCCC(=O)Nc1cc(-c2nc3ccccc3o2)ccc1OC,-27%
CC(=O)NCC1(COc2cccnc2)C[C@@H](O)[C@@H](O)C1 (stereo partly drawn),37%[44.1 µM]
O=C(NCc1ccc(Cl)cc1)c1ccc2cncn2c1,-9%[44.1 µM]
COc1ccc(CNC(=O)c2ccc3c(c2)CCN3S(=O)(=O)c2ccccc2)cc1,-14%
COc1ccc(C)cc1NC(=O)C1CCN(C(=O)N2CC3CC(C2)[C@H]2CCCC(=O)N2C3)CC1 (stereo partly drawn),-21%
CCC(C(=O)NCCc1ccccc1)n1nc(C)n2c(cc3sccc32)c1=O (stereo not drawn),-6%
CCc1cccc2c(-c3ccccc3)nc(SCC(=O)Nc3ccccc3)nc12,7%
Clc1ccccc1CSc1nncn2c1cc1occc12,-19%
Cc1ccc2nc(N(Cc3cccnc3)C(=O)COc3ccccc3)sc2c1,?
O=C(O)CCc1ccc(-c2ccc(Br)cc2)n1-c1ccccc1O,-21%
# Next section
SMILES,Pf Dd2 growth
O=C(c1ccc2c(c1)CCN2S(=O)(=O)c1ccccc1)N1CCN(c2cccc(Cl)c2)CC1,18%
CSc1ncccc1C(=O)N[C@@H]1CCOC[C@H]1Oc1ccc(C#N)cc1,-10%
CCOc1ccc(C(=O)c2cn(Cc3ccccc3OC)c3ccc(F)cc3c2=O)cc1,10µM*
Cc1ccc(C)c(N2CCN(C(=O)Cn3ncc4ccsc4c3=O)CC2)c1,14%
COc1ccccc1N1CCN(C[C@H]2CN3CC[C@H]2C[C@@H]3CNC(=O)Nc2ccsc2)CC1,i
Cc1ccccc1CNC(=O)CN1C(=O)CCCc2ccccc21,i
Cc1noc(C)c1C(=O)N1Cc2ccccc2CC2(CCCN(CC3CCNC3)C2)C1 (stereo not drawn),?
CCC(Sc1ncccc1C(=O)Oc1ccccc1Cl)C(=O)Nc1ccccc1OC (stereo not drawn),-16%
CCOC(=O)c1c(C)[nH]c(CCC(=O)NCc2ccc(CC)cc2)c1C,-9%
Cc1ccc(-c2cn3c(n2)CO[C@@H](CNCc2ccc(-c4ccccn4)cc2)C3)cc1,13µM*
Cc1ccc(-c2cc3c(=O)n(CCNC(=O)c4cccc(Cl)c4)ccn3n2)cc1C,-3%
Cc1ccc(S(=O)(=O)N2CCc3cc(C(=O)Nc4ccc(C)c(C)c4)ccc32)cc1,?
Cc1cnc(C(=O)NC2C[C@H]3CC[C@@H](C2)N3C(=O)c2cnc(C)cn2)cn1 (stereo partly drawn),-13%
NC(=O)C1(c2nc(C3CCOC3)nn2-c2cccc3cccnc23)CC1 (stereo not drawn),-4%
Cc1ccc(NC(=O)c2sc3ncn(Cc4cccc(F)c4)c(=O)c3c2C)c(Br)c1,30%
CCO[C@H]1CN(C(=O)C(C)(C)n2cccc2)C[C@@H]1O,-20%
COc1cccc(CNC(=O)Cc2ccc(NC(=O)N3CCSc4ncccc43)cc2)c1OC,34%[activator]
O=C(c1ccccc1)N1CCC(c2nc(C3CCOCC3)no2)CC1,-2%
Cc1cc(C(=O)N2CCC3(CCCN(C(C)C)C3=O)C2)c(-c2ccccc2)o1 (stereo not drawn),-25%
CN1CCC(N2CCN(C(=O)c3cc4cn(C5CC5)cc4s3)CC2)CC1,-8%
COc1ccc(Nc2ncc(C(=O)Nc3cc(Cl)c(OC)cc3OC)c3ccccc23)cc1,i
Cc1cc2c(N3CCC(NCc4noc(C5CCC5)n4)CC3)ncnc2s1,?
COc1cccc(C2C(C(=O)Nc3ccccc3)=C(C)N=C3SC=C(CC(=O)NCC(C)C)N32)c1 (stereo not drawn),i
COCc1ncc(C)n1CCNC(=O)c1cc(-c2ccc(C)cc2)n[nH]1,i
CN(C)C[C@@H]1CN(c2ccncn2)C[C@H]1NC(=O)c1ccc2ccccc2n1,?
CC(=O)Nc1ccc(CN(CCN2CCCCC2)CC2CCCN(C3CCCC3)C2)cc1 (stereo not drawn),-26%
CCC(=O)N1CCc2cc(CNC(=O)Nc3cc(Cl)ccc3C(=O)OC)ccc21,i
Cc1cccc(C(=O)NCC(c2ccco2)S(=O)(=O)c2cccs2)c1 (stereo not drawn),78%[activator]
CN1CCN(c2nc3c(c(=O)[nH]2)CCN(Cc2cn[nH]c2-c2ccccc2)CC3)CC1,97%[activator][5.79 µM]
Cc1c(Cl)cccc1NC(=O)c1cccc(NC(=O)N2CCSc3ncccc32)c1,i
CCc1ccccc1NC(=O)c1cc(S(=O)(=O)NC2CCCC2)ccc1F,-1%
Cn1c(=O)oc2cc(S(=O)(=O)N3CCC(C(=O)N4CCN(c5ccc(Cl)cc5)CC4)CC3)ccc21,i
Cc1ccc(-c2nnc(C3CN(C(=O)c4cccc(F)c4)CC34CCOCC4)o2)cc1 (stereo not drawn),4µM*
COc1cccc(Nc2cc(CN3CCC(C)(NC(C)=O)CC3)cc(OC)c2)c1,i
O=C(NC1CC1)[C@@H]1C[C@H](Oc2ccccc2)CN1C(=O)c1n[nH]c(=O)c2ccccc12,-17%
COc1ccc(C(CNC(=O)c2oc3cc(C)c(C)cc3c2C)N2CCCCC2)cc1 (stereo not drawn),?
CCOc1ccc(CCNC(=O)c2ccc(CS(=O)Cc3ccc(Cl)cc3)o2)cc1 (stereo not drawn),-4%
CCC(=O)N1CCC2(CC1)c1nccn1-c1ccccc1CN2CC(C)C,-16%[5.79 µM]
C[C@H]1[C@@H]2[C@@H](O)C([C@H](C)C(=O)N3CCCC3)CC[C@@]2(C)CC[C@@H]1NC(=O)COc1ccccc1 (stereo partly drawn),?
COc1ccc(NC(=O)N2CCN(S(=O)(=O)c3ccc4c(ccn4C)c3)CC2)cc1OC,18%
C=C[C@H]1CN2CC[C@H]1C[C@@H]2CNC(=O)c1ccco1,i
Oc1ccc(-c2nc(C3CC3)nc3c2CCN(Cc2ccc(F)cc2)CC3)cc1,4µM*
Cc1cccc(NC(=O)c2c(NC(=O)c3cccs3)sc3c2CCC(C)C3)c1 (stereo not drawn),34%[activator]
CC(=O)N1CCN(c2ncccc2-c2cc(-c3ccccc3)nc3c(C)noc23)CC1,-18%[44.1 µM]
COCC(=O)N(C1CCOCC1)C1CCN(C(=O)c2cc(F)ccc2Cl)CC1,23%
COCc1nc(C2CCN(C(=O)Cc3c[nH]c4ccccc34)C2)no1 (stereo not drawn),i
O=C(NCc1ccc(Cl)cc1)c1cnc(N2CCOCC2)c2ccccc12,3%
Cc1ccc(NC(=O)CCS(=O)(=O)c2ccc3nc(C)sc3c2)c(C)c1,i

# Already shown: 17 of the compounds above.
SMILES,Pf Dd2 growth
Cn1c(=O)oc2cc(S(=O)(=O)N3CCC(C(=O)N4CCN(c5ccc(Cl)cc5)CC4)CC3)ccc21,i
Cc1ccc(-c2nnc(C3CN(C(=O)c4cccc(F)c4)CC34CCOCC4)o2)cc1 (stereo not drawn),4µM*
COc1cccc(Nc2cc(CN3CCC(C)(NC(C)=O)CC3)cc(OC)c2)c1,i
O=C(NC1CC1)[C@@H]1C[C@H](Oc2ccccc2)CN1C(=O)c1n[nH]c(=O)c2ccccc12,-17%
COc1ccc(C(CNC(=O)c2oc3cc(C)c(C)cc3c2C)N2CCCCC2)cc1 (stereo not drawn),?
CCOc1ccc(CCNC(=O)c2ccc(CS(=O)Cc3ccc(Cl)cc3)o2)cc1 (stereo not drawn),-4%
CCC(=O)N1CCC2(CC1)c1nccn1-c1ccccc1CN2CC(C)C,-16%[5.79 µM]
C[C@H]1[C@@H]2[C@@H](O)C([C@H](C)C(=O)N3CCCC3)CC[C@@]2(C)CC[C@@H]1NC(=O)COc1ccccc1 (stereo partly drawn),?
COc1ccc(NC(=O)N2CCN(S(=O)(=O)c3ccc4c(ccn4C)c3)CC2)cc1OC,18%
C=C[C@H]1CN2CC[C@H]1C[C@@H]2CNC(=O)c1ccco1,i
Oc1ccc(-c2nc(C3CC3)nc3c2CCN(Cc2ccc(F)cc2)CC3)cc1,4µM*
Cc1cccc(NC(=O)c2c(NC(=O)c3cccs3)sc3c2CCC(C)C3)c1 (stereo not drawn),34%[activator]
CC(=O)N1CCN(c2ncccc2-c2cc(-c3ccccc3)nc3c(C)noc23)CC1,-18%[44.1 µM]
COCC(=O)N(C1CCOCC1)C1CCN(C(=O)c2cc(F)ccc2Cl)CC1,23%
COCc1nc(C2CCN(C(=O)Cc3c[nH]c4ccccc34)C2)no1 (stereo not drawn),i
O=C(NCc1ccc(Cl)cc1)c1cnc(N2CCOCC2)c2ccccc12,3%
Cc1ccc(NC(=O)CCS(=O)(=O)c2ccc3nc(C)sc3c2)c(C)c1,i

# Screening results as filed in PubChem.

# Only part of the results is shown (hit frequency here may not be typical).
